# INS-1E GSIS act: GLuc luminescence reporter in INS-1E cells, primary screen for activators of glucose-dependent secretion of insulin. INS-1E GLuc reporter insulin secretion, 2-3 h. activation, % at 16.6 µM. actives 0.61% (n = 370,000). AID 743287, 2014;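 active = lowest replicate activation of at least 40%, so every replicate reaches that level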;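 also: 0% = median of neutral control wells and 100% = median of IBMX positive control wells; some compounds called inactive have numbers as strong as hits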
# DENV2 CPE rescue: inhibitors of DENV2 cytopathic effect, primary screen, cell-based, plate reader, single concentration | DENV2-infected cells, cytopathic effect rescue | CPE inhibition, % at 9.99 µM | actives 1.7% (n = 350,000); in the data active = CPE inhibition above about 20%, passing the limit was not always enough; inconclusive = no clear call, values can overlap the other calls; tested in BHK-21 cells;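 also: 0% = median of neutral control wells and 100% = median of positive control wells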
# PAX8 inh HTS: inhibitors of PAX8-driven TPO luciferase reporter, primary screen, RMG-I cells, single concentration. SteadyGlo, 24 h. inhibition, % at 12.6 µM. actives 1.2% (n = 360,000);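 active = mean replicate inhibition at least 60% with every replicate also reaching 60%; inconclusive = only one of the two criteria is met; inactive = mean below 60% and not all replicates reaching 60%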;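 also: luciferase light reporting Pax8 driven TPO promoter activity; plate controls were median of neutral control wells for no effect and mitoxantrone controls for full effect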
# F508del corr: F508del CFTR correction, initial screen, CFBE line, single point; CFBE cells, YFP halide quenching; stimulated with forskolin plus potentiator P3; % fluorescence drop versus neutral controls; activity (quench increase), % at 7.58 µM; actives 0.36% (n = 350,000); AID 720511, 2013;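 active = mean added fluorescence quench of at least 8% versus neutral control, with both replicates also reaching 8%; inconclusive = only one of the mean or replicate conditions met; inactive = mean below 8% and not both replicates reaching 8%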;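 also: cells transiently co-express mutant CFTR-F508del with the halide-sensitive YFP; corrector assay measuring rescue of mutant channel to the surface after 24 h compound exposure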
# EWS-Fli inh: EWS/Fli-driven NR0B1 reporter inhibitors, primary screen, A673 cells, NR0B1 luciferase, luminescence, MLPCN library. viability-normalised. inhibition, % at 12.6 µM. actives 0.67% (n = 350,000). AID 651661, 2012;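 active = mean inhibition of at least 50% after viability correction, with every replicate also passing that limit; inconclusive = mean reaches 50% but only one of two replicates passes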;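 also: firefly luciferase signal divided by Alamar Blue viability fluorescence both relative to DMSO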
# XiGFP reactiv: activators of inactive X chromosome reactivation, primary screen, imaging, XiGFP fibroblasts, GFP high-content imaging, set 2; XiGFP mouse fibroblasts, % GFP-positive cells imaging, 3 d; cells co-treated with 5-aza-dC sensitizer; scaled so ellipticine positive control = 100%; activation, % at 7.58 µM; actives 0.055% (n = 360,000); AID 743238, 2013;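 active = mean normalized replicate activation at least 10% and every replicate at or above 10%; inconclusive = only one of the two criteria met; inactive = mean below 10% and not all replicates reach 10%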;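 also: 0% = median of on-plate neutral control wells and 100% = ellipticine 6 µM median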
#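 assay system = SV40-immortalized XiGFP fibroblast cells, line 68-5-11 | buffer or medium = DMEM plus 5-aza-dC sensitizer | doses = single-point pinned compound dosing | times = 3-day compound exposure, then 15 min fixation at room temperature | benchmarks = positive control ellipticine, 6 µM final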
# ERp5 block: inhibitors of ERp5-driven insulin aggregation, primary screen, biochemical, turbidity, absorbance 650 nm, single point; Protein disulfide-isomerase A6 (Homo sapiens), Q15084; 90 min; inhibition, % at 9.99 µM; actives 0.05% (n = 350,000); AID 651711, 2012;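 active = mean replicate inhibition above about 25%, with every replicate also reaching it, limit read from the data, passing the limit was not always enough; inconclusive = only one of those two criteria met; inactive = neither criterion met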
# Target sequence (Q15084 whole entry, looked up): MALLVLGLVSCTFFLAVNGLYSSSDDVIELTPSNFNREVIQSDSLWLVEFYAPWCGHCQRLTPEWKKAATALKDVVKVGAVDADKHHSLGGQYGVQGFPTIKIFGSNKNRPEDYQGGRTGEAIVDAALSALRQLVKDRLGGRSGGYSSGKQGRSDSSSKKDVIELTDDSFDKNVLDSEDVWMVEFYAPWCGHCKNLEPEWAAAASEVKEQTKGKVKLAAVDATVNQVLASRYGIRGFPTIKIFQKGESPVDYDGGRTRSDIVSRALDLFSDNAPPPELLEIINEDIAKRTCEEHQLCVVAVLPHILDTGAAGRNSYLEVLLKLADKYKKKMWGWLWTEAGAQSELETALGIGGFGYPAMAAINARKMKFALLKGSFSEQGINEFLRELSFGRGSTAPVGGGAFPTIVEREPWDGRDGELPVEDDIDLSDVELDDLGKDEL
# ARNT-TACC3 inh: disruptors of ARNT/TACC3 protein interaction, primary screen, biochemical, AlphaScreen, single concentration; Transforming acidic coiled-coil-containing protein 3 (Homo sapiens), Q9Y6A5; AlphaScreen His-ARNT PAS-B/GST-TACC3 binding, luminescence; TACC3 fragment carries E629A point mutation; inhibition, % at 9.99 µM; actives 0.66% (n = 390,000); AID 623870, 2012;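 active = mean inhibition of replicates at least 50% and at least half of replicates each reaching 50%; inconclusive = half or more replicates reach 50% but mean below 50%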;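 also: 0% = complete ARNT plus TACC3 wells and 100% = ARNT alone without TACC3; many hits fall short of the cut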
# * = called active by the depositor; ? = inconclusive; nt = no result given; & = joins results of further samples.
no.	Molecule	INS-1E GSIS act	DENV2 CPE rescue	PAX8 inh HTS	F508del corr	EWS-Fli inh	XiGFP reactiv	ERp5 block	ARNT-TACC3 inh
1	Cc1ccc(S(=O)(=O)CCC(=O)Nc2nnc(-c3ccco3)o2)cc1	18	-9	10	5.8	-12	0.0	1	23
2	O=C(Cc1n[nH]c(=O)[nH]c1=O)N/N=C/c1cccc(Cl)c1	5	nt	10	-0.7	3	0.0	-5	-7
3	CCOC(=O)C(Cc1ccccc1)C(=O)NCc1cccnc1 (stereo not drawn)	-1	6	-3	0.0	17	0.0	-2	25
4	CCOc1ccc(CCN2C(=O)C(=O)N([C@@H](Cc3ccc(O)cc3)CN3CCC[C@@H]3CN3C(=O)C(=O)NC[C@@H]3Cc3ccccc3)C[C@@H]2Cc2ccccc2)cc1	-8	0	-27	3.0	-2	0.1	-1	1
5	CC=Cc1ccc2n(c1=O)C[C@@H]1[C@@H](CO)[C@H](C(=O)N(C)C)N(CC3CCCCC3)[C@H]21 (mixture of isomers)	12	-6	2	0.3	1	0.3	8	-4
6	CN(C)C(=O)[C@@]1(CCS(=O)(=O)c2ccccc2)N=C(c2ccc(OCCCO)cc2)O[C@H]1c1ccccc1	nt	5	0	-0.6	7	nt	2	4
7	C[C@H](CO)N1C[C@H](C)[C@H](CN(C)Cc2ccc(C(=O)Nc3ccccc3N)cc2)Oc2c(cccc2N(C)C)C1=O	5	9	9	0.8	54*	-1.0	-3	-2
8	COc1ccc(C#Cc2ccc([C@H]3[C@H](CO)N4CCCCN(C(=O)Nc5ccccc5)C[C@@H]34)cc2)cc1	-12	14	42	-5.6	12	0.0	4	12
9	O=C(C[C@H]1CC[C@@H]2[C@H](COC[C@@H](O)CN2C(=O)c2ccncc2)O1)NCc1cc(F)cc(F)c1	12	17	-21	-0.9	5	0.3	-4	-23
10	Cc1noc(C)c1NC(=O)NCC[C@@H]1CC[C@@H](NC(=O)c2ccc(F)cc2)[C@H](CO)O1	10	4	-1	1.4	5	-0.2	-3	-5
11	O=C(Nc1ccc2c(c1)OCO2)Nc1ccccn1	8	nt	-222	-0.8	-84	0.0	5	4
12	Cc1ccc(S(=O)(=O)N(C)c2c(C)ccc(S(=O)(=O)N3CCN(C)CC3)c2C)cc1	-33	?	-4	nt	-3	0.1	2	15
13	Nc1c(C(=O)CCC(=O)O)oc2ccc(Cl)cc12	nt	-7	1	-1.6	6	0.0	-9	2
14	CC(C)c1ccc(Nc2nc(Cl)nc(Cl)n2)cc1	8	0	-6	1.9	-69	0.0	1	28
15	CCOC(=O)N1CCN(CC(=O)Nc2cc3c(cc2C(C)=O)OCO3)CC1	2	0	17	0.4	7	0.3	1	nt
16	COCCN1C[C@@H](CO)O[C@@H](n2cnc3c(NCCN(C)C)ncnc32)C1	nt	-9	-4	4.5	-2	0.1	-8	nt
17	CO[C@@H]1CN(C)C(=O)c2ccc(NS(=O)(=O)c3ccccc3)cc2OC[C@H](C)N(C)C[C@@H]1C	12	12	nt	0.7	-2	0.4	12	1
18	CCN(CC)CCCNc1ccc(-c2nnc(-c3ccc(OCC(C)C)cc3)o2)cn1	30	?	42	-1.0	61*	0.5	-3	18
19	COc1ccc(S(=O)(=O)N(C)C[C@@H]2OCCCC[C@@H](C)Oc3ccc(NC(=O)NC4CCCCC4)cc3C(=O)N([C@H](C)CO)C[C@@H]2C)cc1	10	-1	-10	-0.2	-11	0.1	6	-3
20	COc1ccc2oc(C(=O)NN3C(C)CCCC3C)c(C)c2c1 (stereo not drawn)	12	-2	3	0.5	4	-0.1	-1	0
21	C[C@H]1CCCCO[C@@H](CN(C)C(=O)c2ccccc2)[C@@H](C)CN([C@@H](C)CO)C(=O)c2cc(NS(=O)(=O)c3ccc(Cl)cc3)ccc2O1	-10	10	50	-1.2	17	0.1	2	2
22	COc1ccccc1C(CC(=O)O)NS(=O)(=O)c1ccc2c(c1)N(C(C)=O)CC(C)O2 (stereo not drawn)	14	0	-2	-2.1	nt	0.1	6	-7
23	CCC(C)(C)C1CCc2[nH]nc(C(=O)NN)c2C1 (stereo not drawn)	nt	10	-16	0.7	-20	-0.1	nt	-5
24	O=C(O)c1cccc(NC(=S)N/N=C/c2ccccc2OCc2ccc(Br)cc2)c1	-11	3	-36	2.5	-14	0.0	4	4
25	Cc1ccc(NC(=O)CSc2nc(N)cc(=O)[nH]2)cc1Cl	-8	nt	0	-1.4	1	0.0	3	-8
26	CCN(CC)C(=O)c1ccc(-c2nnc(Nc3ccc(C(=O)NC)cc3)c3ccccc23)cc1	-7	-1	21	-2.8	6	0.0	4	6
27	CCc1cc(=O)oc2cc(C)cc(OC(C)C(=O)NCc3ccccn3)c12 (stereo not drawn)	5	-4	0	0.8	2	0.0	-5	2
28	O=C1c2ccccc2C(=O)N1CCCCNc1ccccc1	-16	-11	-5	-4.3	57*	-0.1	-11	nt
29	CCCN(CC(=O)Nc1cc(C)on1)S(=O)(=O)c1cccc(C(F)(F)F)c1	1	2	3	2.6	-5	0.0	-8	nt
30	COc1ccc(S(=O)(=O)N2C[C@@H](O)COC[C@@H]3O[C@H](CC(=O)NCc4ccc(Cl)c(Cl)c4)CC[C@H]32)cc1	-9	-4	28	-6.5	-3	0.0	-5	2
31	CCOc1ccccc1OCCC(=O)OCC(=O)Nc1c(C)nn(-c2ccccc2)c1C	2	0	-13	-2.3	-4	-0.1	1	0
32	Cc1ccc(NC(=O)Cn2c(O)c(N=NC(N)=S)c3ccccc32)cc1	13	1	14	-0.2	30	0.0	1	2
33	COCCNC(=O)CN(C(=O)c1ccc(N2CCCC2)nc1)c1ccc(Cl)cc1	30	-4	18	0.7	-4	0.0	2	-5
34	N#Cc1ccccc1NC(=O)CN1CCOCC1	10	-6	22	-0.1	4	0.1	-1	-4
35	NC(=O)[C@@H]1CC2(CC(c3cccc(NC(=O)CC(c4ccccc4)c4ccccc4)c3)=NO2)CN1C(=O)COc1ccc(Cl)cc1 (stereo partly drawn)	-2	-7	77*	-0.1	4	0.0	4	-3
36	Cc1ccc(C(=O)N/C(=C/c2ccco2)C(=O)NCCCn2ccnc2)cc1	15	nt	-37	nt	nt	-0.1	nt	49*
37	CNC(=O)c1oc(-c2ccccc2)nc1C	-3	nt	-26	-0.2	0	0.6	-2	-1
38	O=C(C[C@H]1C/C=C\C[C@H](Cc2ccc(F)cc2)C(=O)OCCNC1=O)NCCO	1	5	3	-1.2	5	-0.2	-5	-7
39	O=C(C[C@@H]1C=C[C@@H](NC(=O)Nc2ccc(C(F)(F)F)cc2)[C@H](CO)O1)NCc1cc(F)cc(F)c1	-5	-12	35	3.4	40	-0.2	5	10
40	COc1cc(/C=C2/C(=N)N3C(=NC2=O)SN=C3S(C)(=O)=O)ccc1OC(=O)c1ccco1	-4	-7	-12	0.1	nt	0.0	4	2
41	O=C(C1CCC1)N1CC(=O)N2[C@H](C1)[C@H](c1ccc(C#CCc3ccccc3)cc1)[C@@H]2CO	-17	8	11	3.0	0	0.2	-7	nt
42	CN(c1ccccc1)S(=O)(=O)c1ccc2[nH]c(=O)oc2c1	-20	-3	8	0.0	5	0.3	0	-2
43	O=C(CN1CCN(S(=O)(=O)c2ccccc2)CC1)Nc1ccccc1C(=O)NC1CC1	14	-6	6	0.5	-1	-0.1	3	nt
44	OC[C@H]1OC(Nc2ccc(N=Nc3ccccc3)cc2)[C@@H](O)[C@@H](O)[C@@H]1O (stereo partly drawn)	-3	2	-104	0.1	-25	0.1	3	2
45	COc1ccc([N+](=O)[O-])cc1N/C(=N/S(=O)(=O)c1ccccc1)c1ccccc1	-18	-5	2	-1.1	0	0.1	2	5
46	Cc1ccc(OCC(=O)Nc2ccccc2C(=O)N2CCCC2)cc1	17	nt	1	-0.2	nt	0.1	4	-4
47	Cc1onc(-c2ccccc2Cl)c1C(=O)NC(=S)NCc1cccnc1	-4	-1	11	2.4	0	0.1	-3	nt
48	CSc1nc2c(c(=O)n1C)SC(C)C2 (stereo not drawn)	22	?	-9	-2.0	9	0.1	2	2
49	COc1ccc(NC(=O)N2CC(=O)N3[C@@H](CO)[C@H](c4ccc(-c5ccc(C)cc5)cc4)[C@@H]3C2)cc1	-20	11	-2	2.5	-2	0.2	-4	nt
50	COc1ccccc1OCCN(C#N)c1nc(N(C)C)nc(N(C)C)n1	-4	1	8	2.3	-6	-0.1	9	-9

# (continued)
no.	Molecule	INS-1E GSIS act	DENV2 CPE rescue	PAX8 inh HTS	F508del corr	EWS-Fli inh	XiGFP reactiv	ERp5 block	ARNT-TACC3 inh
51	Cc1cccc(C)c1NC(=O)c1sccc1SCc1cccc(C(F)(F)F)c1	-25	4	nt	-3.6	-2	nt	3	24
52	CC(C)NC(=O)N(C)C[C@@H]1Oc2ncc(C#Cc3ccncc3)cc2C(=O)N([C@@H](C)CO)C[C@@H]1C	14	-3	nt	0.9	-8	0.0	4	-2
53	CCOc1cc(/C=C2/C(=N)N3OC(C)=CC3=NC2=O)ccc1OC	-7	-7	1	3.5	13	0.0	0	1
54	CC1=C(C(=O)OCc2ccccc2)C(c2ccccc2[N+](=O)[O-])NC(=O)N1C (stereo not drawn)	-9	-4	-10	3.1	4	0.0	0	1
55	COCCNCc1ccc(Cl)cc1Cl	15	-4	14	nt	-5	0.2	2	-2
56	CCCNC(=O)N(C)C[C@H]1Oc2cc(-c3cncnc3)ccc2S(=O)(=O)N([C@@H](C)CO)C[C@H]1C	5	0	-16	-0.7	-5	-0.8	5	13
57	CCN1C(=O)/C(=C/c2ccc(C)o2)N(C)C1=S	-44	-4	-9	nt	nt	0.1	7	10
58	COc1ccc2c3c(n(C)c2c1)[C@@H](CO)N(Cc1nccs1)CC31CCN(C(C)=O)CC1	-4	2	nt	-2.1	2	0.3	nt	nt
59	COC(=O)N(C)C[C@@H]1OCc2cnnn2CCCC(=O)N([C@@H](C)CO)C[C@@H]1C	-1&-2	-8&14	-1&-1	0.7&-4.2	11&1	0.0&-0.1	-4&-1	-1
60	Cc1ccc(S(=O)(=O)N(C)C[C@H]2OCCCC[C@H](C)Oc3ccc(NC(=O)Nc4cccc5ccccc45)cc3C(=O)N([C@H](C)CO)C[C@H]2C)cc1	23	0	-22	0.6	4	0.4	4	3
61	N#Cc1cccc(NC(=O)c2cc(C3CCCCN3C(=O)c3cccs3)on2)c1 (stereo not drawn)	5	8	21	-2.1	-1	0.0	-4	nt
62	COc1ccc2cc(-c3ccn[nH]3)ccc2c1	13	1	-231	-1.2	-94	0.1	-4	-4
63	CC(=O)c1ccc(-c2ccc(C(=O)NCC(c3ccc(F)cc3)N3CCOCC3)o2)cc1 (stereo not drawn)	9	-3	-31	2.8	-19	0.2	-3	0
64	COc1cccc(NC(=O)N[C@@H]2CC[C@H](CC(=O)N3CCOCC3)O[C@H]2CO)c1	14	-4	-14	-1.2	1	1.3	-2	-10
65	O=C(NN1CCOCC1)c1sc2cccc(F)c2c1Cl	10	7	3	-2.2	8	0.1	-1	-1

# From PubChem
